# Source: PubChem
# SDO1 yeast rescue: compounds rescuing growth of sdo1-depleted yeast, bone marrow failure model. hit rate 0.21% among 140,000. S. cerevisiae sdo1-depleted JHY4D growth rescue, OD600 30 h; stronger effect = higher value; pdr5 snq2 efflux-pump mutant strain. z-score at 10 µM. AID 817;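 active = z-score above 3 at both the 24 hr and the 30 hr optical density reads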;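 note: z-score against mean and SD of all compound wells on the same plate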
# Insulin prom inh: TRM-6 insulin promoter activity inhibition | TRM-6 cells (human fetal islet line), insulin promoter-eGFP reporter, imaging; reporter expression induced with tamoxifen | inhibition, % at 2 µM | hit rate 0.9% among 130,000 | AID 1273;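 active = inhibition above the mean plus 3 SD, with well images judged a real hit on visual review, cut at about 60% in these data, passing the limit was not always enough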
# SDO1 yeast rescue Rescue 24 h: recorded beside SDO1 yeast rescue, whose call it bears; z-score; S. cerevisiae sdo1-depleted JHY4D growth rescue, OD600; measured here: growth rescue at 24 h;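 0 is the plate mean of compound wells and units are plate SD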
# * = called active by the depositor; / = no result given.
# The line under a structure holds: Insulin prom inh, SDO1 yeast rescue, SDO1 yeast rescue Rescue 24 h
> Cc1cc(C)nc(-n2nc(C)c(Oc3ccccc3O)c2C)n1
 : 11.1, -1.44, -1.87
> CCOC(=O)c1ccc(-n2c(C)ccc2C)cc1
 : 20.6, -0.63, -0.8
> O=C(CCCSc1nc(-c2ccco2)cc(C(F)(F)F)n1)NCC1CCCO1 (stereo not drawn)
 : -127.9, 0.21, 0.13
> Cc1ccc(S(=O)(=O)N(C)C)cc1NC(=S)NC(C)CCC(C)C (stereo not drawn)
 : 7.1, -0.59, -1.54
> CCN1C(=O)/C(=C2\Sc3ccccc3N2CC)OC1=S
 : -100.0, -0.72, 0.09
> CCN(CC)CCNC(=O)c1ccc(N2CCCCC2)c(NS(=O)(=O)c2ccc(C)cc2)c1
 : 57.1, -1.19, -0.98
> CC1Cc2ccccc2N1C(=O)CO/N=C/c1ccc(OC(F)F)cc1 (stereo not drawn)
 : -6.7, -0.45, -0.65
> O=C(NCCCN1CCN(c2cccc(Cl)c2)CC1)C1(S(=O)(=O)c2ccc(Cl)cc2)CC1
 : -192.9, -0.98, -0.06
> CC1(C)CC(NC(=O)C23CCC(C)(C(=O)C2)C3(C)C)CC(C)(C)N1 (stereo not drawn)
 : -9.4, 0.92, 0.77
> O=C(O/N=C1\CCCc2ccccc21)c1cccc(Cl)c1
 : -9.1, 0.58, 0.89
> Cc1cccc(NC(=O)C2CCCN2S(=O)(=O)c2ccc(F)cc2)c1C (stereo not drawn)
 : /, -0.32, -1.15
> COc1ccc(C(=O)NC(=S)NNC(=O)c2c(-c3ccccc3)noc2C)cc1
 : 6.7, 0.63, 0.42
> O=C(Nc1ccc(N2CCN(C(=O)c3ccco3)CC2)cc1)c1ccc2c(c1)OCO2
 : 65.7, -1.13, -0.93
> Cc1ccc(N=Cc2cc(Cl)cc(Cl)c2O)nc1
 : -7.1, -0.15, 0.14
> Nc1ccc(C#Cc2ccccc2)cc1
 : -207.1, -0.94, -1.35
> N=c1sccn1CC(=O)N1CCc2ccccc21
 : 25.0, 0.9, 0.99
> CC(=O)Nc1nc(N(C)C)nc(N(C)C)n1
 : -33.3, /, /
> O=C(c1ccccn1)c1ncc(C(F)(F)F)cc1Cl
 : -24.4, 0.42, -0.03
> Clc1ccc(OCc2nn3c(C4CCCCC4)nnc3s2)c(Cl)c1
 : /, -2.02, -0.62
> Clc1nnc(N/N=C/c2ccccc2)c2ccccc12
 : 58.1, -1.39, -1.52
> O=C(O)CCNC(=O)c1ccc(NC(=O)Cc2ccc(Cl)cc2)cc1
 : 50.0, /, /
> Cn1c(Cn2c(=O)sc3ccccc32)nnc1SCc1ccccc1
 : /, 0.81, 1.87
> Cc1ccsc1-c1nc(CN(C)C(C2CC2)C2CC2)c(C)o1
 : -7.1, /, /
> COc1cc(-c2nnc(Cn3cc(C(F)(F)F)ccc3=O)o2)cc(OC)c1OC
 : /, 0.76, 1.44
> Cc1ccc(Cl)cc1NC(=O)c1ccc(CSc2nnnn2C)cc1
 : -16.7, 0.72, 0.61
> O=C(Nc1ccc2c(c1)CCC2)c1cc(S(=O)(=O)Nc2ccc(F)cc2)c(Cl)cc1Cl
 : -17.6, -0.23, 0.29
> O=C(Cc1ccc(-n2c(=O)[nH]c3ccccc3c2=O)cc1)N1CCN(c2ccccc2)CC1
 : /, 1.24, 1.51
> O=C(Nc1ccc(N2CCOCC2)cc1)NC1CCCCC1
 : /, 0.74, -0.61
> COCCn1c(-c2ccccc2)csc1=Nc1cccnc1
 : 0.0, /, /
> O=C(/C=C/NNC(=O)c1ccccc1)c1ccccc1
 : 28.6, -0.08, -0.7
> Cn1nnnc1CCOCCc1nnnn1C
 : /, 1.18, 0.15
> CCCCn1c(=N)n(CC(=O)c2ccco2)c2ccccc21
 : 13.9, 0.98, 0.75
> CCC(=O)N1c2ccc(S(=O)(=O)CCC(=O)Nc3nccs3)cc2CC1C (stereo not drawn)
 : 0.0, 0.22, -0.42
> Cc1ccc(NC(=O)CSc2nc3c(cc2C#N)C(=O)CCC3)cc1S(=O)(=O)N(C)C
 : 0.0, 0.39, 2.03
> CCOC(=O)N1CCC(Nc2c(NCCN3CCN(Cc4ccccc4)CC3)c(=O)c2=O)CC1
 : /, 0.56, -0.53
> COc1ccc(CSC2=CS(=O)(=O)c3ccccc3N2)cc1
 : 10.0, /, /
> Cc1ccc(C)c2[nH]c(=O)c(CN(CC3CCCO3)S(=O)(=O)c3ccc4c(c3)OCCO4)cc12 (stereo not drawn)
 : /, 0.45, 0.34
> COCCCNC(=O)C1C2C=CC3(CN(Cc4ccc(C)cc4)C(=O)C13)O2 (stereo not drawn)
 : 27.3, 1.81, 1.55
> COc1ccc(C2(CNC(=O)CCC(=O)O)CCCC2)cc1OC
 : -48.1, 0.45, 0.18
> CC(C)CNC(=O)c1ccc(Cl)c(N)c1
 : -37.2, 1.96, 0.11
> CCOC(=O)c1cc(-c2ccccc2)nn1-c1ccccn1
 : 8.6, 1.31, 1.23
> CC(C)(C)c1ccc(OCC(=O)O)cc1
 : -415.4, -0.13, -0.53
> Cc1cc(C)c[n+](-c2nc([O-])sc2C=O)c1
 : -11.6, 0.36, -0.4
> O=C(C1c2ccccc2Oc2ccccc21)N1CCN(c2ccc(Cl)cc2)CC1
 : -13.0, -1.18, -0.05
> CCOC(=O)C1CCCN(c2ncnc3c2[nH]c2cccc(OC)c23)C1 (stereo not drawn)
 : 21.4, -0.01, 0.31
> CC1(C)CC2CC(C)(CN2CC(O)COc2ccccc2)C1 (stereo not drawn)
 : 21.4, /, /
> O=C(Nc1ccc2ccccc2c1)/C(=C/c1cccc(Br)c1)NC(=O)c1ccco1
 : -5.6, 0.68, 0.88
> Cc1ccc(S(=O)(=O)N2CC3(C)CN(S(=O)(=O)c4ccc(C)cc4)CC(C)(C2)C3=O)cc1
 : 17.1, -1.49, -0.86
> O=C(NC(=S)NCCN1CCOCC1)c1ccc(F)cc1
 : 33.3, -0.03, -0.99
> CCOC(=O)N1CCN(c2c(NCc3ccc(N(C)C)cc3)c(=O)c2=O)CC1
 : /, 0.18, -0.73
> COc1ccc(OCC(=O)N2CCN(c3cccc(C(F)(F)F)c3)CC2)cc1
 : /, -0.78, 0.42
> Cc1ccccc1NC(=O)Cn1nnc(S(=O)(=O)c2ccc(C(C)(C)C)cc2)c1N
 : -55.0, -0.34, 1.55
> CC(C)(C)c1cc(C(=O)N/N=C/c2ccco2)n[nH]1
 : -24.3, 9.95*, 10.8*
> CCNC1=C(Cl)C(=O)c2ccccc2C1=O
 : 28.6, 0.41, 1.21
> Cc1ccc(S(=O)(=O)N/N=C/c2cc(Br)c(C)o2)cc1
 : 16.7, -0.26, -0.89
> O=C(O)CCCC(=O)Nc1c(F)c(F)c(F)c(F)c1F
 : -3.9, 1.46, 0.91
> O=C1c2ccccc2C(=O)N1CC#CCN1CCN(C(c2ccccc2)c2ccccc2)CC1
 : -14.3, -1.98, -1.44
> COC(=O)c1cccc(NC(=O)CSc2nnc(COc3ccc(C#N)cc3)n2-c2ccccc2)c1
 : -31.0, -0.24, -0.86
> Cc1ccc2cc(C(c3nnnn3C3CCCC3)N3CCN(c4ccc(F)cc4)CC3)c(=O)[nH]c2c1 (stereo not drawn)
 : 5.6, -0.99, -0.52
> Cc1ccc(NS(=O)(=O)c2ccc(OCC(=O)Nc3cccc([N+](=O)[O-])c3)c(C)c2)cc1
 : 4.4, -0.04, 0.17

# More structures follow.
# The line under a structure holds: Insulin prom inh, SDO1 yeast rescue, SDO1 yeast rescue Rescue 24 h
> COc1ccc(CSc2ncn[nH]2)cc1[N+](=O)[O-]
 : /, 0.33, 0.24
> COc1ccccc1N1CCN(c2ccc(Cl)nn2)CC1
 : 7.1, /, /
> Oc1ccc2[nH]cnc2c1CN1CCCCC1
 : 5.3, 1.42, 2.16
> COc1ccc2cc(C(c3nnnn3Cc3ccccc3)N3CCCCCC3)c(=O)[nH]c2c1 (stereo not drawn)
 : 0.0, /, /
> Cc1ccn2cc(-c3nonc3C)cc2c1
 : /, -0.98, -0.68
> O=C(CSc1nn(-c2ccccc2)c(=S)s1)NC1CCS(=O)(=O)C1 (stereo not drawn)
 : 0.0, 0.82, 0.17
> CCN(C(=O)COC(=O)c1c(-c2ccccc2)noc1C)C1CCS(=O)(=O)C1 (stereo not drawn)
 : -45.5, 0.34, -0.16
> CC(Sc1nc2ccccc2s1)C(=O)Nc1nnc(C(C)C)s1 (stereo not drawn)
 : /, -0.17, -0.54
> CCCCN(C(=O)CSc1nnc(Nc2ccc(C)c(C)c2)s1)c1c(N)n(Cc2ccccc2)c(=O)[nH]c1=O
 : -60.0, -0.18, -0.17
> CCC/C(O)=C1\C(=O)CC(c2ccccc2)CC1=NC (stereo not drawn)
 : -60.0, -0.22, -0.67
> Cc1ccc(OCC(=O)NNC(=O)CSc2ncc(C#N)c(N)n2)cc1
 : /, 0.93, 0.54
> CC(=O)N1c2ccc(Cl)cc2C2C=CCC2C1c1cccc2ccccc12 (stereo not drawn)
 : -13.3, -1.19, -1.25
> COC(=O)C(C(=O)OC)=C(/C=C/C=C/N(C)C)N(C)C
 : /, -0.59, -0.68
> CSc1sc(C)cc1C1C(C#N)=C(N)N(c2cccnc2)C2=C1C(=O)CC(C)(C)C2 (stereo not drawn)
 : /, -0.78, -0.94
> Cc1c(NC(=O)C(C)n2cc([N+](=O)[O-])cn2)c(=O)n(-c2ccccc2)n1C (stereo not drawn)
 : 18.5, /, /

# Fetched one by one from the entries so far:
# The line under a structure holds: Insulin prom inh, SDO1 yeast rescue, SDO1 yeast rescue Rescue 24 h
> COc1ccc2cc(C(c3nnnn3Cc3ccccc3)N3CCCCCC3)c(=O)[nH]c2c1 (stereo not drawn)
 : 0.0, /, /
> CCCCN(C(=O)CSc1nnc(Nc2ccc(C)c(C)c2)s1)c1c(N)n(Cc2ccccc2)c(=O)[nH]c1=O
 : -60.0, -0.18, -0.17
> O=C(CSc1nn(-c2ccccc2)c(=S)s1)NC1CCS(=O)(=O)C1 (stereo not drawn)
 : 0.0, 0.82, 0.17
> CSc1sc(C)cc1C1C(C#N)=C(N)N(c2cccnc2)C2=C1C(=O)CC(C)(C)C2 (stereo not drawn)
 : /, -0.78, -0.94

# Next part:
# The line under a structure holds: Insulin prom inh, SDO1 yeast rescue, SDO1 yeast rescue Rescue 24 h
> Cc1ccc(C(=O)NCCN2CCOCC2)cc1Cl
 : -42.4, 0.57, 0.56
> COc1ccc(C)cc1NC(=O)CN1CCN(S(=O)(=O)c2ccc(Cl)cc2)CC1
 : -17.3, -1.89, -1.41
> CC(=O)Nc1ccc(SCC(=O)N(CCC#N)c2cc(C)cc(C)c2)cc1
 : /, 3.9*, 3.95*
> Cc1nn(C)c(C)c1NC(=O)CCSc1nc(-c2ccco2)cc(C(F)(F)F)n1
 : 1.3, -0.62, -1.02
> COc1ccc(/C=N/NC(N)=S)cc1OC(=O)c1cccc2ccccc12
 : -57.1, -1.3, -0.05
> CS(=O)(=O)N(CC(=O)NCCSC1CCCCC1)c1cccc(F)c1
 : -10.8, -0.33, -0.87
> O=C(N/C(=C/C=C/c1ccccc1)C(=O)N1CCCCC1)c1ccc([N+](=O)[O-])cc1
 : -7.1, /, /
> CC1CCCCC1NC(=O)COC(=O)c1ccc2c(c1Cl)C(=O)c1ccccc1C2=O (stereo not drawn)
 : -6.7, -0.23, 0.72
> O=C(Nc1ccccc1)Nc1nc(-c2ccc(Cl)cc2)cs1
 : /, -0.32, -0.25
> COc1ccccc1N1CCN(CC(=O)Nc2cc(F)ccc2C)CC1
 : 13.5, 0.37, 0.26
> CC(=O)Nc1ccc(NC(=O)/C=C/c2ccc(Cl)cc2)cc1
 : -81.2, /, /
> C/C(=N\NC(=O)c1[nH]c2c([N+](=O)[O-])cc(C)cc2c1-c1ccccc1)c1cccnc1
 : 28.2, -0.61, 0.73
> Cc1ccc(C(=O)NNC(=O)c2cccnc2SCc2cccc([N+](=O)[O-])c2)cc1
 : /, 0.43, 0.28
> O=C(CN1CCOc2ccccc21)NCc1cccs1
 : /, -0.06, -0.11
> Cn1c(=O)n(C)c2cc([N+](=O)[O-])c(N3CCN(S(=O)(=O)c4ccccc4)CC3)cc21
 : /, 0.47, 0.89
> Cc1cccc(N=Cc2[nH]c3ccc(Br)c(Cl)c3c2O)c1
 : 0.0, -0.9, -0.48
> Cc1c2cnn(CC(=O)Nc3cccc(C(F)(F)F)c3)c(=O)c2c(C)n1Cc1ccccc1F
 : 23.3, 0.95, 1.68
> COc1cc(C(=O)N[C@H](C(=O)NC2CCCCCC2)C(C)C)cc(OC)c1OC
 : /, -0.37, -0.43
> C/C(=N\Nc1nc(N2CCCCCC2)nc(N2CCCCCC2)n1)c1ccccc1
 : 50.0, /, /
> O=C(CCC(=O)c1cccs1)NCc1ccc(F)cc1
 : 22.0, -0.75, -1.18
> O=C(NN1CCN(Cc2ccccc2Cl)CC1)c1ccc(Cl)cc1
 : 27.3, 0.54, -0.01
> Clc1c(-c2ccccc2)nnn1-c1ccccc1
 : 41.7, -1.03, -1
> COc1ccc(CC2C(=O)OC(C)(C)OC2=O)cc1
 : 7.1, 1.42, 0.57
> N/C(COc1ccccc1)=N\NC(=O)c1cccnc1Oc1ccccc1
 : 8.3, -0.18, -0.72
> Cc1cc(C(F)(F)F)nn1Cc1n[nH]c(=S)n1Cc1ccccc1
 : 50.0, 0.79, 0.51
> O=C(N/N=C\c1ccc(F)cc1)c1ccc(F)cc1
 : 25.0, /, /
> OC(COc1cc(Cl)c(Cl)cc1Cl)CN1CCN(c2ncccn2)CC1 (stereo not drawn)
 : /, -1.4, -1.07
> CC1(C)CC(=O)c2cn3nc(C(F)(F)F)nc3nc2C1
 : 46.1, -0.08, -0.55
> CCCNC(=O)C(Cc1ccccc1)NS(=O)(=O)c1ccc2c(c1)CCC(=O)N2 (stereo not drawn)
 : /, 0.35, 0.55
> CN1CCC(N(C)C(=S)NC(=O)c2cc(-c3cccc(Br)c3)nc3ccccc23)CC1
 : 11.8, /, /
> COc1ccc(NC(=O)c2ccc(C#N)cc2)cc1NS(=O)(=O)c1ccc(F)cc1
 : -30.8, 0.25, 0.94
